NPYLR7 ag = activates Aedes aegypti NPYLR7 receptor. HEK293T NPYLR7/Galpha15, GCaMP6s calcium fluorescence. activation, % at 10 µM. actives 0.15% (n = 270,000). AID 1259423; in the data active means activation above about 40%;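 further: 0% = vehicle and 100% = reference agonist at the receptor; some compounds past the cut are filed as inactive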
hcGAS inh = human cGAS inhibition; recombinant h-cGAS, ATP depletion, Kinase-Glo luminescence; inhibition, % at 12.5 µM; actives 0.081% (n = 290,000); Q8N884;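 further: 0% = vehicle reaction and 100% = reaction without DNA for no activity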
Target sequence (Q8N884 whole entry, looked up): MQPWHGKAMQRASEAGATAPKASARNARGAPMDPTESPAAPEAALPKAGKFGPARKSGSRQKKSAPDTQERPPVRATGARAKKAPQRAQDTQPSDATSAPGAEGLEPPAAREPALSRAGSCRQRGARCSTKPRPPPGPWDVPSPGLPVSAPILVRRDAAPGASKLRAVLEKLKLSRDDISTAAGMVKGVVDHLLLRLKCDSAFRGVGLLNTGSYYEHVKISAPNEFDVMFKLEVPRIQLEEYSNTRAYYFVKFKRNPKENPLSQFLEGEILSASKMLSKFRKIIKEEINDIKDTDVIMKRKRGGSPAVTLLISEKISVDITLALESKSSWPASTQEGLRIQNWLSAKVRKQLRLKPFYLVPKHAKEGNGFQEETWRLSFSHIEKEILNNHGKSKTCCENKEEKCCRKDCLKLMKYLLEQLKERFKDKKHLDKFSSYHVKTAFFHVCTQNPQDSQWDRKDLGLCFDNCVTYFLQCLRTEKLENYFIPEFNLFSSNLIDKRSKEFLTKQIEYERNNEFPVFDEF
mcGAS inh = mouse cGAS inhibition by luminescence; actives 0.15% (n = 160,000); inhibition, % at 12.5 µM; recombinant cGAS, Kinase-Glo ATP depletion luminescence; Q8C6L5;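 further: 0% = negative control wells and 100% = reference inhibitor with no enzyme activity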
* = called active by the depositor; . = no result given; & = joins results of further samples. Unless noted, no stated cut-off is given here; in the data, active means inhibition above about 40%; inactive means the rest.

The opening 20 records, ahead of the listing:
SMILES	NPYLR7 ag	hcGAS inh	mcGAS inh
CN(CCC(=O)Nc1nnc(C2CC2)s1)Cc1nc2ccc(F)cc2[nH]1	18	0	-13
CC1CCN(c2cc(=O)n(C3CCCCC3)c(=O)[nH]2)CC1	0	-9	.
O=C(NCCF)c1ccc(C2CCCN2)s1 (stereo not drawn)	6	-4	-9
CCn1cc(CN2CCCC(CNC(=O)c3cccc4ccccc34)C2)cn1 (stereo not drawn)	6	-10	.
C=C(Cl)Cn1nnnc1Cc1ccc(OC)c(F)c1	6	5	.
O=c1c2ccccc2nc2c3ccccc3ncn12	-1	-1	-2
CC(C)(C)NCC(O)CON=C1c2ccccc2-c2ccccc21 (stereo not drawn)	-2	20	4
CCCCc1ccc(S(=O)(=O)N2CCN(c3cc(S(=O)(=O)N4CCc5cc(OC)c(OC)cc5C4)ccc3OC)CC2)cc1	25	-3	-7
Cc1ccccc1OCC(O)CN(CCN1CCOCC1)Cc1nc2scc(-c3ccccc3)c2c(=O)[nH]1 (stereo not drawn)	12	-7	-7
CC(=O)OC(C)(C)C(=O)NCc1cccc(-c2ncc(-c3ccc(F)cc3)[nH]2)c1	-1	-6	-6
CCCc1cc(=O)n(CC(=O)N2CCc3ccccc32)c(-n2nc(C)cc2C)n1	-5	-6	-6
COC(=O)c1c(C)c(C(=O)C(C)N(Cc2ccc(F)cc2)S(=O)(=O)/C=C/c2ccccc2)c(C)n1C (stereo not drawn)	-10	1	0
Cc1cc(C(=O)N(Cc2cccnc2)c2nc3c(F)cccc3s2)n(C)n1	6	-5	.
CCC(C(=O)NC(Cc1ccccc1)c1nnc(SCc2ccc(F)cc2)n1-c1cc(Cl)ccc1C)c1ccccc1 (stereo not drawn)	9	-2	-3
O=C(c1csc(-c2ncccn2)n1)N1CCCc2cccc(F)c21	4	-3	-17
O=C(Nc1cc(C(F)(F)F)ccc1Cl)c1c(O)c2ccccc2[nH]c1=O	12	-1	-5
Cc1ccc(C)c(Nc2nc(NCc3ccc4c(c3)OCO4)nc3nccnc23)c1	8	-8	.
Cc1ccccc1Cn1c(C)c(C(=O)NCc2cccc(C(F)(F)F)c2)sc1=O	-8	10	.
CCC(=O)NCc1csc(C2CCCN(C(=O)CC(C)(C)C)C2)n1 (stereo not drawn)	.	-9	-4
CC(=O)Nc1ccc(CN2CCc3c([nH]c4ccccc34)C2C(C)(C)C)cc1 (stereo not drawn)	17&-3	-2&5	1

The whole of this part, repeating the preview:
SMILES	NPYLR7 ag	hcGAS inh	mcGAS inh
CN(CCC(=O)Nc1nnc(C2CC2)s1)Cc1nc2ccc(F)cc2[nH]1	18	0	-13
CC1CCN(c2cc(=O)n(C3CCCCC3)c(=O)[nH]2)CC1	0	-9	.
O=C(NCCF)c1ccc(C2CCCN2)s1 (stereo not drawn)	6	-4	-9
CCn1cc(CN2CCCC(CNC(=O)c3cccc4ccccc34)C2)cn1 (stereo not drawn)	6	-10	.
C=C(Cl)Cn1nnnc1Cc1ccc(OC)c(F)c1	6	5	.
O=c1c2ccccc2nc2c3ccccc3ncn12	-1	-1	-2
CC(C)(C)NCC(O)CON=C1c2ccccc2-c2ccccc21 (stereo not drawn)	-2	20	4
CCCCc1ccc(S(=O)(=O)N2CCN(c3cc(S(=O)(=O)N4CCc5cc(OC)c(OC)cc5C4)ccc3OC)CC2)cc1	25	-3	-7
Cc1ccccc1OCC(O)CN(CCN1CCOCC1)Cc1nc2scc(-c3ccccc3)c2c(=O)[nH]1 (stereo not drawn)	12	-7	-7
CC(=O)OC(C)(C)C(=O)NCc1cccc(-c2ncc(-c3ccc(F)cc3)[nH]2)c1	-1	-6	-6
CCCc1cc(=O)n(CC(=O)N2CCc3ccccc32)c(-n2nc(C)cc2C)n1	-5	-6	-6
COC(=O)c1c(C)c(C(=O)C(C)N(Cc2ccc(F)cc2)S(=O)(=O)/C=C/c2ccccc2)c(C)n1C (stereo not drawn)	-10	1	0
Cc1cc(C(=O)N(Cc2cccnc2)c2nc3c(F)cccc3s2)n(C)n1	6	-5	.
CCC(C(=O)NC(Cc1ccccc1)c1nnc(SCc2ccc(F)cc2)n1-c1cc(Cl)ccc1C)c1ccccc1 (stereo not drawn)	9	-2	-3
O=C(c1csc(-c2ncccn2)n1)N1CCCc2cccc(F)c21	4	-3	-17
O=C(Nc1cc(C(F)(F)F)ccc1Cl)c1c(O)c2ccccc2[nH]c1=O	12	-1	-5
Cc1ccc(C)c(Nc2nc(NCc3ccc4c(c3)OCO4)nc3nccnc23)c1	8	-8	.
Cc1ccccc1Cn1c(C)c(C(=O)NCc2cccc(C(F)(F)F)c2)sc1=O	-8	10	.
CCC(=O)NCc1csc(C2CCCN(C(=O)CC(C)(C)C)C2)n1 (stereo not drawn)	.	-9	-4
CC(=O)Nc1ccc(CN2CCc3c([nH]c4ccccc34)C2C(C)(C)C)cc1 (stereo not drawn)	17&-3	-2&5	1
O=C(NCc1ccc2sccc2c1)c1ccc(O)cc1	23	-7	.
CCCC(=O)N1CCC1(C)C(=O)Nc1ccccn1 (stereo not drawn)	4	-13	-6
O=C(C[C@@H]1CCNC[C@@H]1Cc1cc(CC2CCCCC2)on1)N1CCOCC1	-8	-7	-7
CCNC(=O)OC1CN(C(=O)C2CCCC2)CCC(=O)N(C)c2ccccc21 (stereo not drawn)	4	-8	-6
O=C(CSc1nnnn1C1CC1)N(C1CCCC1)C1CCS(=O)(=O)C1 (stereo not drawn)	1	-7	.

Next section.
SMILES	NPYLR7 ag	hcGAS inh	mcGAS inh
O=C(CCSCc1nc2ccccc2c(=O)[nH]1)NCc1ccco1	4	-2	.
N#Cc1ccc(CS(=O)(=O)NCc2ccc3c(c2)OCCO3)cc1	17	-6	-12
N#CC(=Cc1ccc(C#N)cc1)S(=O)(=O)c1ccc(Cl)cc1	4	-9	21
CC/C=C(/C)C(=O)NC1CCN(Cc2ccc(F)c(F)c2)CC1	-6	7	.
COCc1nn2c(=O)c(NC(=O)c3ccccc3)cnc2s1	3	-22	-8
CN(CC1CCCN(CCc2ccccc2F)C1)C(=O)c1ccc2nccnc2c1 (stereo not drawn)	4	-5	.
COc1ccccc1OCC1CN(C(=O)c2cccc(OC(F)F)c2)CCO1 (stereo not drawn)	3	4	2
CN1C(=O)CC(C(=O)N2CC(c3cccnc3)C2)c2ccccc21 (stereo not drawn)	15	-9	.
CC1=CC[C@@H]2CN(C(=O)Cc3cc(C)no3)C[C@@H]2C1	3	0	-17
C=CCN1C(=O)NC(c2ccc(C(F)(F)F)cc2)C2=C1CN(Cc1ccncc1)C2=O (stereo not drawn)	3	-6	-3
C=C(C)COc1cccc(CN2CCC3(CC2)CNC(=O)C3)c1	.	-4	-11
Cc1ccc(N(CC(=O)NC(C)c2nncn2C)S(C)(=O)=O)cc1 (stereo not drawn)	-11	-1	-1
CCCc1c(C)nn(-c2ccc(C(=O)NCc3ccc(OC)cc3OC)cc2)c1C	-19	-7	-4
Cc1nc(CN2CCN(c3nnc(-c4ccccc4)s3)CC2)cs1	6	-8	-17
COc1cccc(-c2cc(-c3ccc(C(=O)NC4CC(C)(C)N(C)C(C)(C)C4)cc3)[nH]n2)c1	21	-6	-8
O=S(=O)(c1cccc2nonc12)N1CCC2(CCCNC2)C1 (stereo not drawn)	-1	-3	.
NC(=O)c1nn2c(c1Cl)NC(c1cccs1)CC2C(F)(F)F (stereo not drawn)	1	-2	-3
CCc1csc(CNC(=O)c2ccc(N3CCCNCC3)nc2)n1	2	-4	-9
CC(NC(=O)CSCc1ccc(F)cc1)c1ccc(S(N)(=O)=O)cc1 (stereo not drawn)	1	0	.
COc1ccc(C2CC(=O)c3cn4nc(C)nc4nc3C2)c(OC)c1 (stereo not drawn)	0	-4	.
COc1cccc(CN2CCNC(=O)C2CC(=O)NCCc2cn3ccccc3n2)c1OC (stereo not drawn)	19	-5	.
Cn1cc(-c2nc(CS(=O)(=O)CC(=O)NC3CCCC3)cs2)cn1	0	-4	.
CCCCCC(=O)NN=Cc1ccc([N+](=O)[O-])o1	2	-4	.
Cc1ccc(CNCCNCC(C)O)cc1 (stereo not drawn)	-18	0	.
Cc1cccc(Cn2ccnc2CN(CC(C)C)C(=O)C(C)C)c1	4	-3	-4

(list continues)
SMILES	NPYLR7 ag	hcGAS inh	mcGAS inh
O=C(CSc1nnc(NC2CC2)s1)Nc1ccccc1	12	-7	.
CCc1cc(NC(=O)C(=O)NC(c2ccccc2)C2CC2C)n(C)n1 (stereo not drawn)	3	-9	.
CC(C)NC(=S)NN=CC1CC=CCC1 (stereo not drawn)	5	-3	-5
COCc1ccc(CN2CCCC(CNC(=O)c3cccc(OC)c3OC)C2)o1 (stereo not drawn)	14	-13	.
Cc1ccc(CN(Cc2ccc(F)cc2)C(=O)CN(C(=O)C2CCC2)C2CCCCC2)s1	-1	-3	-4
CN(C)c1ccc(C(=O)Nc2cccc(-c3cccc(-c4ccc(F)cc4)n3)c2)cc1	-3	-5	-6
O=C(CCCn1nc(-c2ccco2)ccc1=O)Nc1ccc(Oc2ccccc2)cc1	-2	-2	-7
CC(C)c1ccc(C(N)=S)cc1	3	-7	.
CCN(CC)C(CNC(=O)C1CCCN(C(=O)c2ccco2)C1)c1ccsc1 (stereo not drawn)	5	-9	.
Oc1[nH]c2cc(Cl)ccc2c1C=Nc1ccc(Br)cc1	3	-7	.
O=C(Cc1cccs1)N1CCC(n2cnc3ccccc32)CC1	-6	1	0
Cn1nc(Br)c2c(N3CCN(CCO)CC3)ncnc21	-3	2	.
CCCCCCCn1c(CN2CCC(C)CC2)nc2c1c(=O)n(C)c(=O)n2C	5	-4	-6
O=C(COc1cccc2c1CCC2=O)Nc1c(F)cccc1F	4&11	-5&-5	-5
COc1ccc2oc(=Nc3ccc(C)cc3)c(-c3nc4ccccc4[nH]3)cc2c1	-6	-2	-2
O=C(OCc1cc(-c2ccc3c(c2)OCCO3)on1)c1ccc(Br)o1	-2	-7	.
O=S(=O)(NCCCN1CCOCC1)c1ccc2c(c1)CCC2	-9	-1	.
COCCCn1c(=NC(=O)C=CC=CSC)c(C#N)cc2c(=O)n3cccc(C)c3nc21	-1	-9	.
Cc1ccc2cc(C3(O)CCN(C(=O)CN4CCOC4=O)CC3)ccc2n1	0	-1	-18
O=c1oc2ccccc2n1CN1CCN(Cc2cc(=O)n3ccsc3n2)CC1	10	-3	.
O=C(NC12CC3CC(C1)CC(n1ncnn1)(C3)C2)c1cn2ccsc2n1	-4	5	.
CCN(CC)C(=O)Oc1ccc2c(ccn2Cc2cc(OC)cc(OC)c2)c1-c1ccc(C#N)cc1	3	-7	-8
COc1ccc(/C=C2\SC(=S)N(C(C(=O)O)C(C)C)C2=O)c(OC)c1 (stereo not drawn)	-5	-5	-3
Cc1ccc2[nH]c3c(=O)n(CC(=O)NCc4cccs4)cnc3c2c1	0	-2	-1
CCOC(CCN(C)C)CNC(=O)c1ccc(C#N)c(C)n1 (stereo not drawn)	0	-15	.

The listing continues.
SMILES	NPYLR7 ag	hcGAS inh	mcGAS inh
Cc1noc(C)c1C(=O)NCC1COc2ccccc2O1 (stereo not drawn)	4&7	-8&-3	-6&-3
O=C(O)c1cc2c(ccc3cc(Br)ccc32)oc1=O	-21&9	22&19	28
CS(=O)(=O)NCC1(c2cccc(Br)c2)CC1	-3	-7	.
Cc1ccc(-n2nc(C)cc2NC(=O)C2CCOC2)nn1 (stereo not drawn)	6	-7	.
COC(=O)Cc1ccc(C(=O)CCl)s1	13	-4	56*
CCOC(=O)c1c(C)c(C(=O)CN(Cc2ccco2)S(=O)(=O)c2c(C)cc(C)cc2C)c(C)n1CC	-6	-1	2
Cc1ncsc1CCC(=O)N1CCc2ccc(NC(=O)c3ccccn3)cc2C1	-6	-10	-5
CCc1c(C(=O)NCC2(N(C)C)CCCC2)cnn1-c1ccc(OC)nn1	-2	-2	-9
CC(C)(C)c1ccc(C(=O)OCc2cc3c(cc2[N+](=O)[O-])OCO3)cc1	-5	-5	.
CS(=O)(=O)c1ccc(S(=O)(=O)N2CCC(c3c[nH]c4ccc(C#N)cc34)CC2)cc1	35	-9	-9
N#Cc1ccc(S(=O)(=O)N2CSCC2C(=O)NCC(F)(F)F)cc1 (stereo not drawn)	-4	-3	.
CN(C)CCNC(=O)c1ccccc1N1CCC(NC(=O)COc2ccccc2)CC1	24	-7	-6
COc1cc(C)c(S(=O)(=O)n2cccn2)cc1C(C)C	0	10	4
CCOC(=O)C1CCN(C(=O)c2cccc(CSc3nc(C)cc(N(C)C4CCCCC4)n3)c2)CC1	8	-15	-5
O=C(O)CC1SC(N/N=C\c2ccc(Br)cc2)NC1=O (stereo not drawn)	-5	-7	-3
COc1ccc(Cl)cc1Cn1c(C)c(C(=O)NCc2ccc(C#N)cc2)sc1=O	3	-7	.
CCc1cc(=O)n2nc(NCCc3nc4ccccc4n3C(F)F)sc2n1	-2	-7	-14
N#Cc1ccc(C(=O)NNC(=O)C2C3CC4CC(C3)CC2C4)cc1 (stereo not drawn)	7	-8	.
CC(O)c1cccc(NC(=O)c2cnn3c2NC(c2ccccc2)CC3C(F)(F)F)c1 (stereo not drawn)	-1	-9	-7
COc1cc(-c2nc3cc(C)ccn3c2NC(C)(C)CC(C)(C)C)ccc1OC(=O)c1ccc(Cl)cc1Cl	10	-11	-8
Cc1ccc(-c2cnn3c(Nc4ccncc4)cc(C)nc23)cc1	4	-10	16
O=S(=O)(Nc1cc(Cl)ccc1-n1cncn1)c1ccc(F)cc1	-1	2	-1
CN(Cc1ccc(CN2CCCC(O)(CO)C2)o1)S(C)(=O)=O (stereo not drawn)	.	-7	-5
Cc1cnc(C(=O)N2CC3(CCNCC3)CC2C(=O)O)cn1 (stereo not drawn)	-3	-6	.
Cc1ccc(NC(=O)N(Cc2cccc(OS(=O)(=O)c3ccc(F)cc3)c2)C(C)C)c(C)c1	0	-15	-7

Single records (already shown):
Listed for COc1cc(C)c(S(=O)(=O)n2cccn2)cc1C(C)C : NPYLR7 ag = 0; hcGAS inh = 10; mcGAS inh = 4
Listed for N#Cc1ccc(C(=O)NNC(=O)C2C3CC4CC(C3)CC2C4)cc1 (stereo not drawn) : NPYLR7 ag = 7; hcGAS inh = -8; mcGAS inh = .

High-throughput results: PubChem BioAssay, Fisher Drug Discovery Resource Center
